# aGal spleen mod: alpha-galactosidase A (human) modulation; P06280; human spleen homogenate, 4MU-alpha-Gal fluorescence, 40 min; Potency, µM (top dose mostly 80 µM), for inactives: at the top dose activity change, negative = inhibition, usual class: inhibitors; hit rate 0.008% among 240,000;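 also: 0% = enzyme with vehicle and -100% = no enzyme basal signal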
# Target sequence (P06280 32-429 limits assumed): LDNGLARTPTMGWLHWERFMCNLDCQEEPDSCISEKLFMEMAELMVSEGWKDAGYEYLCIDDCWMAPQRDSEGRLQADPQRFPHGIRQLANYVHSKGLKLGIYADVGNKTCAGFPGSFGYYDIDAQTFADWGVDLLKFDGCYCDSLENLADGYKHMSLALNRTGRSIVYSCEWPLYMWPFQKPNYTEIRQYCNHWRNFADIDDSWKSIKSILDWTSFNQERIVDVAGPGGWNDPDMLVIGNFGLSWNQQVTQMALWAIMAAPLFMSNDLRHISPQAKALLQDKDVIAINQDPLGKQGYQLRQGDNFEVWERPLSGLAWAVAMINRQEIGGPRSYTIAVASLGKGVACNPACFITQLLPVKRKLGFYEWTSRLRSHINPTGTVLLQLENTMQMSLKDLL
#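 Inhibition or activation of alpha-galactosidase in human spleen homogenate is scored by 4-MU fluorescence after 40 min at 37C, pH 5.0, with 1 mM substrate. AC50s come from concentration-response fitted to the Hill equation.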
# Tau fibril ThT: tau fibrillization inhibition (ThT binding). hit rate 2.1% among 270,000. P10636. Potency, µM (top dose mostly 57.4 µM), for the others: top-dose activity, negative = inhibition, most hits filed as inhibitors. recombinant tau K18 P301L, heparin-induced fibrillization, ThT fluorescence; also: % is scaled to controls: 0 for no effect and ±100 for the full control effect; nearly all actives have a fitted effect of over 55% in size
# Target sequence (P10636 561-689 P618L limits assumed): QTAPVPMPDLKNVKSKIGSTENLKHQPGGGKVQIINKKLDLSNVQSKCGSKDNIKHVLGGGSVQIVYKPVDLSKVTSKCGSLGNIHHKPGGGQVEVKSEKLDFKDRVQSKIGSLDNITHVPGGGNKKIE
#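 Heparin-induced fibrillization of the P301L-mutant K18 repeat-domain fragment of human tau was followed by ThT binding in quantitative high-throughput format.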
# GAA inhib: blocks human lysosomal alpha-glucosidase; P10253; Potency, µM (titrated, usually from 76.9 µM), for inactives: at the highest dose activity change, negative = inhibition, actives largely listed as inhibitors; AID 1466; purified human GAA, 4-MU-alpha-glucoside fluorescence; hit rate 0.005% among 200,000;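 also: plate controls were uninhibited enzyme wells for no effect and no-enzyme background for full effect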
#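 qHTS format, compound range up to 77 uM. Human lysosomal enzyme at 4 nM, 400 uM 4-MU glucoside substrate, pH 5.0, 20 min room temperature; fluorescence after alkaline stop gives activity normalized to controls.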
# Tau fluor counter: counter-screen for tau fibril formation inhibitors; tau K18 P301L Alexa594 fluorescence, heparin fibrillization; Potency, µM (titrated, usually from 57.7 µM), without a hit: at the top dose activity change, negative = decrease; hit rate 0.93% among 280,000; AID 1463; also: % is scaled to controls: 0 for no effect and ±100 for the full control effect; nearly all actives have a fitted effect of over 55% in size
#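 Human tau K18 P301L (15 uM unlabeled, 0.24 uM Alexa 594-labeled) in 100 mM sodium acetate pH 7 with 20 uM heparin, 6 hr at 37 C. ThT 30 uM added, 1 hr ambient; Alexa 594 FP and total fluorescence read at 555/632 nm.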
# GAA glycogen: GAA glycogen-cleavage inhibition or activation; Potency, µM (titrated, usually from 76.4 µM), without a hit: at the highest dose activity change, negative = inhibition, hits mostly inhibitors; hit rate 0.38% among 300,000; recombinant GAA, glycogen substrate, Amplex Red glucose oxidase fluorescence; P10253;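 also: 0% = full enzyme reaction and -100% = no-enzyme basal signal; the screen sought inhibitors and activators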
#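 Natural-substrate format: glycogen cleavage by 4 nM human enzyme, glucose read by Amplex Red coupling (Ex 573, Em 610 nm). Normalized to enzyme and no-enzyme controls.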
# GAA spleen mod: lysosomal alpha-glucosidase (human) modulation. Potency, µM (top dose mostly 79.9 µM), inactives show at the highest dose activity change, negative = inhibition, hits mostly inhibitors. human spleen homogenate, 4-MU-alpha-glucoside fluorescence. hit rate 0.006% among 240,000. AID 2112. P10253;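 also: 0% = enzyme with vehicle and -100% = no enzyme basal signal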
#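 Compounds were titrated against alpha-glucosidase in spleen homogenate at pH 5.0, with 1 mM 4-methylumbelliferyl substrate for 40 min at 37 C. Reactions were quenched with pH 10 NaOH/glycine and fluorescence measured.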
# HTT cytoprotect: protects HTT-Q103 PC12 cells, measured by ATP; hit rate 0.14% among 230,000; PC12 HTT-Q103 induced, cytoprotection, ATP luminescence, 40 h; Potency, µM (doses to about 56.4 µM), for the others: cytoprotection (ATP increase), actives largely listed as activators; AID 1471;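 also: % of control where 0% means no effect; nearly all actives have a fitted effect of over 45% in size; toxic huntingtin expression switched on by the ecdysone agonist tebufenozide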
#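 ATP quantification (ATPlite) reports survival of PC12 cells in which tebufenozide, 100 nM final, switches on Htt exon 1 with 103 glutamines linked to GFP; compounds are titrated.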
# Tau FP inhib: inhibitors of human tau fibril formation; Potency, µM (top dose mostly 57.7 µM), for inactives: at the highest dose activity, negative = inhibition, usual class: inhibitors; K18 P301L tau heparin fibrillization, Alexa594 FP, 6 h; hit rate 0.39% among 280,000; also: % is scaled to controls: 0 for no effect and ±100 for the full control effect; nearly all actives have a fitted effect of over 55% in size
#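 Heparin (20 uM) drove fibril formation of recombinant tau K18 P301L, 15 uM unlabeled with 0.24 uM Alexa 594 label, for 6 hr at 37 C in 100 mM sodium acetate pH 7. Fluorescence polarization (555/632 nm) read 1 hr after 30 uM ThT.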
# An asterisk follows results filed as active; u = inconclusive; x = not tested or not shown; & = joins results of further samples; [ ] = dose if it differs, or a comment. Calls follow the shape of the dose curve; as a rule, active = well fitted curve in the direction sought with a large enough effect; inconclusive = small, poorly fitted or top-dose-only effect, or another doubt; inactive = no such curve, though single readings can be large; an effect the other way counts as inactive or inconclusive. Potency is read from the fitted curve at half-maximal effect.
structure,aGal spleen mod,Tau fibril ThT,GAA inhib,Tau fluor counter,GAA glycogen,GAA spleen mod,HTT cytoprotect,Tau FP inhib
Cc1ccc(SCCCn2cncn2)cc1,-1%,-5%,-6%,1%,6%,1%,-11%,1%
CC(=O)c1cccc(NC(=O)c2ccc(S(=O)(=O)N3CCCCC3)cc2)c1,11%,-8%,-16%,-23%,7%,-16%,-18%[0.074 µM],-4%
CN(C)S(=O)(=O)c1ccc(C(=O)OCC(=O)c2ccc(OC(F)F)cc2OC(F)F)cc1,6%,-1%,-7%,-19%,4%,4%,-9%,4%
CCOC(=O)N1CCC(=NNC(=O)c2cc3ccccc3cc2O)CC1,-27%,u,1%,-26%,8%,-1%,-46%[inhibitor][10 µM],4%
O=C(O)CCC(=O)NC(c1ccccc1)c1ccccc1,11%,9%,6%,2%,-6%,2%,x,7%
CN(C)/C=C/C(=C\C(=O)C(F)(F)F)Nc1ccc(C(F)(F)F)cc1,2%,-16%,0%,-22%,-25%,3%,-33%,-7%
CCOc1ccc(S(=O)(=O)n2ccc(C)n2)c2ccccc12,4%,-5%,u,-19%,-13%,-7%,x,u
CC(=O)N(C(C)=O)c1c(C#N)c(C)n(-c2ccccc2)c1C(=O)c1ccccc1,-6%,-11%,-12%,-5%,0%,-5%,-21%[0.074 µM],-7%
CC(C)(C)c1ccc(S(=O)(=O)NCCOCC(F)(F)C(F)F)cc1,-4%,-1%,-3%,-9%,-6%,-4%,10%,4%
CCC(C(=O)N(C)Cc1ccccc1)n1nc(C)c2sc3ccccc3c2c1=O (configuration not stated),x,-3%,x,-19%,12%[76.3 µM],x,x,-10%
COc1ccc(-n2nnc3c(=O)n(Cc4ccccc4C)cnc32)cc1,9%,10%,-3%,4%,9%,-4%,-16%[0.074 µM],-12%
Cc1ccccc1NC(=O)CC1C(=O)NCCN1C(=O)c1cccc(Cl)c1 (configuration not stated),x,-15%,x,-17%,11%[76.3 µM],x,x,-10%
CSCCC(C(=O)NCc1cccs1)N1C(=O)c2ccccc2C1=O (configuration not stated),0%,0%,u,-1%,4%,-9%,-3%,-6%
CCOc1ccc(NC(=O)c2ccccn2)cc1,-12%,-14%,-3%,-1%,13%,-2%,-86%[inhibitor][10 µM],-5%
Cc1ccc2c(C(=O)CN3CCC4(CC3)OCCO4)c(C)[nH]c2c1,5%,-12%,0%,-6%,14%,2%,u,13%
COCCN1Cc2cccc(C(=O)Nc3ccccc3OC)c2C1=O,-3%,-5%,-7%,3%,-1%,-5%,-19%,2%
Cc1c(C(=O)N2CCCC2)sc(NC(=O)c2cccs2)c1C#N,2%,-11%,-3%,-6%,2%,-3%,-14%,2%
CCCCn1c(C2CC(=O)N(c3ccc(OCC)cc3)C2)nc2ccccc21 (configuration not stated),x,-15%,x,-4%,12%[76.3 µM],x,x,-5%
Cc1nc2sccn2c(=O)c1S(=O)(=O)Nc1ccc(N2CCN(C)CC2)cc1,x,-7%,x,-2%,-2%&6%[76.3 µM],x,x,-6%
CCc1nc(N)nc(N)c1-c1ccc(Cl)cc1,-11%,-7%&-7%,-5%[15.4 µM],-8%&-16%,6%,-3%,-37%[inhibitor],-4%&0%
CCCCCCN1C2=NCCN2c2ccccc21,1%,12%,-6%,10%,4%,2%,7%,-1%
Cn1c(=O)c2c(ncn2CC(=O)Nc2ccccc2N2CCOCC2)n(C)c1=O,5%,4%,1%,2%,1%,-2%,6%,1%
O=C(COC(=O)c1cccs1)NC1CCCCC1,2%,-1%,-9%,-1%,-7%,0%,12%,-1%
NC(=O)NC1CCCc2c1[nH]c1ccc(Cl)cc21 (configuration not stated),4%,u,-9%,-18%,1%,-2%,2%,-9%
Cc1ccc(NC(=O)CSc2nnc(C)c(=O)n2N)c(C)c1,-5%,-13%,5%,-8%,6%,-2%,-11%[10 µM],2%
COc1ccccc1-c1nnc(SCC(=O)O)n1-c1ccccc1,-16%,-15%,12%,-12%,-8%,-7%,x,2%
O=[N+]([O-])c1cc(-c2n(-c3ccccn3)c3ccccc3[n+]2-c2ccccn2)ccc1Cl,4%,-12%,2%,-14%,0%,8%,3%[10 µM],8%
S=C(NCc1ccncc1)Nc1ccc(Cl)c(Cl)c1,-5%,11%,10%,-20%,1%,1%,26%[10 µM],u
Cc1nn(C)c(C)c1S(=O)(=O)N(CC(=O)Nc1nccs1)c1ccc(C(C)C)cc1,0%,1%,5%,-7%,-12%,-6%,5%[10 µM],5%
COc1cc2c(c(OC)c1)C(c1cccc(F)c1F)CC(=O)N2 (configuration not stated),x,-6%,x,-8%,11%[76.3 µM],x,x,-6%

# Record cards, from the list above. Order of screens: aGal spleen mod, Tau fibril ThT, GAA inhib, Tau fluor counter, GAA glycogen, GAA spleen mod, HTT cytoprotect, Tau FP inhib
# Cc1ccc(SCCCn2cncn2)cc1 in the list: -1%, -5%, -6%, 1%, 6%, 1%, -11%, 1%
# COc1cc2c(c(OC)c1)C(c1cccc(F)c1F)CC(=O)N2 (configuration not stated) in the list: x, -6%, x, -8%, 11%[76.3 µM], x, x, -6%
# CN(C)/C=C/C(=C\C(=O)C(F)(F)F)Nc1ccc(C(F)(F)F)cc1 in the list: 2%, -16%, 0%, -22%, -25%, 3%, -33%, -7%

# Compounds shown so far containing an aryl methoxy group (four):
structure,aGal spleen mod,Tau fibril ThT,GAA inhib,Tau fluor counter,GAA glycogen,GAA spleen mod,HTT cytoprotect,Tau FP inhib
COc1ccc(-n2nnc3c(=O)n(Cc4ccccc4C)cnc32)cc1,9%,10%,-3%,4%,9%,-4%,-16%[0.074 µM],-12%
COCCN1Cc2cccc(C(=O)Nc3ccccc3OC)c2C1=O,-3%,-5%,-7%,3%,-1%,-5%,-19%,2%
COc1ccccc1-c1nnc(SCC(=O)O)n1-c1ccccc1,-16%,-15%,12%,-12%,-8%,-7%,x,2%
COc1cc2c(c(OC)c1)C(c1cccc(F)c1F)CC(=O)N2 (configuration not stated),x,-6%,x,-8%,11%[76.3 µM],x,x,-6%

# Continuation:
structure,aGal spleen mod,Tau fibril ThT,GAA inhib,Tau fluor counter,GAA glycogen,GAA spleen mod,HTT cytoprotect,Tau FP inhib
CCOC(=O)[C@H](N)/C=C(\C)CP(=O)(O)O,9%,-8%,x,-14%,x,2%,-5%,1%
COc1ccc(/C=C2\OC(=O)c3c(OC)cccc32)cc1OC,-6%,u,u,-11%,2%,1%,-29%,-8%
C/C(=N\NC(=O)c1cc(C)[nH]n1)c1cccs1,-6%,-11%,-5%,-4%,7%,-2%,-112%[inhibitor],0%
Cn1cc(SCC(=O)NCc2ccc(F)cc2)c2ccccc21,2%,-3%,-4%,-9%,4%,8%,-19%,6%
Clc1cccc(N2CCN(c3nc4ccccc4n4cnnc34)CC2)c1,x,u,x,-16%,7%[76.3 µM],x,x,-7%
COc1ccc(C(=O)NNC(=O)c2ccc(C)cc2)cc1S(=O)(=O)N1CCCC1,8%,-2%,-8%,-3%,-11%,-13%,x,-3%
COc1ccc(C2C(C(=O)NCCN3CCOCC3)c3ccccc3C(=O)N2C)cc1OC (configuration not stated),-4%,u,0%,-17%,2%,-6%,-31%,-7%
C#CCCCO/N=C1/C[C@@H](O)[C@@H](O)[C@@H]2[C@@H]3C(=O)N(C4CCCCC4)C(=O)[C@H]3CC[C@@H]12,2%[17.5 µM],-9%[11.5 µM],x,-14%[11.6 µM],x,-1%[17.4 µM],-7%[10 µM],-4%[11.6 µM]
Cc1ccc(OCC(=O)NCCN2CCOCC2)cc1C,-14%,12%,-5%,11%,4%,0%,-5%,2%
O=c1[nH]c(N2CCCCCC2)nc2ncn(Cc3ccccc3)c12,10%,-7%,x,-13%,-4%,-12%,-6%[10 µM],-9%
Cc1nc(CCN2C(=O)c3ccccc3C2=O)n[nH]1,-1%,-2%,-1%,-8%,-1%,2%,7%,u
Cc1csc(NC(=O)COCC(=O)O)c1-c1nc2ccccc2s1,2%,x,x,1%,-7%,-2%,-14%[10 µM],-4%
CC(=O)c1ccc(S(=O)(=O)N2Cc3ccccc3CC2C(=O)O)cc1 (configuration not stated),3%,-8%,x,6%,3%,-9%,15%[10 µM],4%
CCC(=O)N1CCc2cc(S(=O)(=O)CCC(=O)Nc3ccc(C)cn3)ccc21,2%,-4%,8%,9%,-9%,-11%,16%,12%

# Some of these compounds in order of the Tau FP inhib value, highest first:
mol	Tau FP inhib
Cn1cc(SCC(=O)NCc2ccc(F)cc2)c2ccccc21	6%
Cc1ccc(OCC(=O)NCCN2CCOCC2)cc1C	2%
C/C(=N\NC(=O)c1cc(C)[nH]n1)c1cccs1	0%
COc1ccc(C(=O)NNC(=O)c2ccc(C)cc2)cc1S(=O)(=O)N1CCCC1	-3%
Cc1csc(NC(=O)COCC(=O)O)c1-c1nc2ccccc2s1	-4%
Clc1cccc(N2CCN(c3nc4ccccc4n4cnnc34)CC2)c1	-7%
COc1ccc(/C=C2\OC(=O)c3c(OC)cccc32)cc1OC	-8%
